Myeloid diff 2: myeloid differentiation induction. ER-HoxA9 myeloid progenitors, lysozyme-GFP differentiation, flow cytometry. calls only at 10 µM. actives 1% (n = 360,000);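 active = normalized GFP-positive differentiation at or above the plate's own cutoff, the solvent-only control mean plus 3 SD; inconclusive = no clear call, values can overlap the other calls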;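 also: cells exposed to compound for four days before flow analysis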
HEK293 NOD2/NF-kB: NOD2 signaling inhibitors, cell-based, luminescence, uHTS, HEK293 (AID 1566) | HEK293 NOD2/NF-kB luciferase reporter, luminescence; higher % means a stronger effect | inhibition, % at 4 µM; hits with a dose series show EC50 in µM | actives 0.63% (n = 290,000); also: many of its hits are not listed in these tables
NS5 inhibitors: Dengue-2 NS5 methyltransferase inhibitors, primary screen, biochemical, confirmation dose response (AID 588689) | Dengue-2 NS5 methyltransferase capping enzyme assay, biochemical; higher % means a stronger effect | inhibition, % at 25 µM, or IC50 in µM where a hit was titrated | actives 0.3% (n = 340,000); in the data active = a potency from the dose series; inconclusive = inhibition above about 29% without an active follow-up result
HIV peptide binding: inhibitors of HIV fusion peptide binding, primary screen, biochemical, uHTS, fluorescence dequenching (AID 1986); cell-free peptide binding, fluorescence dequenching, 30 min; higher % means a stronger effect; one-dose inhibition, % at 20 µM; IC50 in µM for titrated hits; actives 0.3% (n = 290,000); in the data active = inhibition mostly above about 52%, no sharp cut-off; inactive = mostly below about 76%; also: some results filed as inactive read as strong as hits
XIAP antagonists: XIAP antagonists, biochemical, IAP family, fluorescence polarization (AID 1018). XIAP BIR domain, fluorescence polarization peptide displacement; higher % means a stronger effect. displacement, % at 20 µM, or IC50 in µM where a hit was titrated. actives 0.007% (n = 200,000); in the data active = displacement above about 50%; also: a part of the inactive calls stands beside numbers as strong as those of hits
LYP phosphatase: PTPN22 lymphoid phosphatase activity blockers – biochemical, fluorescence intensity, uHTS (AID 1779). recombinant LYP phosphatase, fluorescence intensity; higher % means a stronger effect. one-dose inhibition, % at 11.5 µM; IC50 in µM for titrated hits. actives 0.054% (n = 290,000);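 also: plate controls were vehicle with enzyme for no effect and no enzyme for full effect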
Hep lipid drop: hepatic lipid droplet formation modulation | AML12 mouse hepatocytes, oleate lipid droplets, BODIPY imaging | inhibition, % at 6.5 µM | actives 0.4% (n = 240,000) | AID 1656;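 active = lipid droplet intensity inhibited by at least 50%, with more than 500 cells counted; inconclusive = wells with under 300 cells, treated as cytotoxic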
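Assay system: AML12 mouse liver cells | Compound: 6.5 µM single-point dosing | Schedule: Overnight exposure | Technique: Fluorescence imaging, 20x objective, two fields per well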
SIAH1 antagonists: blockers of Siah-1 interaction with plectin peptide – biochemical, fluorescence polarization, rhodamine-plectin, uHTS, primary screen (AID 1817). actives 0.02% (n = 290,000). one-dose displacement, % at 20 µM; IC50 in µM for titrated hits. Siah-1 / rhodamine-plectin peptide fluorescence polarization; higher % means a stronger effect;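 active = displacement of at least 50% at 20 µM, with a fluorescence ratio check between 0.3 and a set limit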;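 also: plate controls were Siah plus tracer with DMSO for no effect and tracer alone without Siah for full effect; strong numbers were not always called active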
AID2073: inhibitors of Mint1-CaV2.2 protein interaction, biochemical, HTRF (AID 2073) | HTRF protein-protein interaction, Mint1-CaV2.2; higher % means a stronger effect | inhibition, % at 20 µM; hits with a dose series show IC50 in µM | actives 0.19% (n = 290,000); in the data active = inhibition mostly above about 51%, no sharp cut-off; inconclusive = no clear call, values can overlap the other calls; inactive = mostly below about 53%; also: some results filed as inactive read as strong as hits
Hep lipid drop cells 6.5 µM: further read-out of Hep lipid drop, marked with its call; cell count; measured here: cell count, cytotoxicity flag;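 cells counted across two imaged fields per well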
NS5 inhibitors pilot replicate: second read-out of NS5 inhibitors, no call of its own (marks repeat the call); inhibition, %; measured here: pilot screen replicate inhibition
Myeloid diff 2 GFP+ MAC1+ %: recorded beside Myeloid diff 2, whose call it bears; GFP+ MAC1+ double positive, %; measured here: differentiation confirmed by MAC1 staining
An asterisk follows results filed as active; i = inactive; u = inconclusive; x = not tested or not shown. Rule as the data show it, unless noted: active = inhibition above about 50%; inactive = the rest.

SMILES | Myeloid diff 2 | Myeloid diff 2 GFP+ MAC1+ % | HEK293 NOD2/NF-kB | NS5 inhibitors | HIV peptide binding | XIAP antagonists | LYP phosphatase | Hep lipid drop | Hep lipid drop cells 6.5 µM | SIAH1 antagonists | AID2073 | others
COc1ccc(NC(=O)CCNS(=O)(=O)c2cccc3nsnc23)c(OC)c1 | i | 1.6 | 6% | -6% | -2.5% | x | -7% | -10 | 771 | -2% | 10%
CCCCC1CCC(C(=O)OC(C)C(=O)Nc2ccc(NC(C)=O)cc2)CC1 (configuration not stated) | u | x | 9% | 0% | 0.6% | x | -4% | -9 | 821 | 5% | 10%
CC1(C)CC(=O)C(C(=O)Cc2ccccc2[N+](=O)[O-])C(=O)C1 | i | 1.0 | 9% | -1% | -1.5% | -11% | -1% | -4 | 547 | -1% | 6%
CC(C)(C)n1nc2c(c1NC(=O)Cc1ccc([N+](=O)[O-])cc1)CS(=O)(=O)C2 | i | 0.9 | 3% | -2% | 3.0% | x | -7% | 15 | 869 | -3% | -2%
O=C(NCc1ccccc1Cl)c1cnn2cccnc12 | i | 1.3 | 18% | -9% | 4.4% | -7.5% | -3% | -15 | 735 | 0% | 30%
O=C1OC(c2cccs2)=N/C1=C/c1ccc(-c2cccc(C(=O)O)c2)o1 | i | 0.8 | 6% | -14% | 53% | -31% | 2% | 3 | 706 | 2% | 26%
O=C(CS(=O)(=O)Cc1ccccc1)NCCc1ccc(F)cc1 | u | x | 2% | -8% | 0.2% | x | -7% | -5 | 666 | 2% | 8%
COc1ccc(C)cc1N(C(=O)c1ccco1)C(C(=O)NC1CCCC1)c1cc(OC)c(OC)c(OC)c1 (configuration not stated) | i | 0.2 | -26% | -12% | 0.4% | x | -3% | 0 | 829 | 2% | 3%
O=[N+]([O-])c1ccc(N2CCN(c3cccc(Cl)c3)CC2)nc1 | i | 0.3 | 23% | -9% | 2.2% | x | -6% | 24 | 674 | 6% | -5%
C#CCSc1ncc(-c2ccccc2)cn1 | i | 0.9 | -24% | 4% | 0.7% | -2.6% | 1% | x | x | 5% | -3%
CC(=O)C1=C(C)NC(C)=C(C(C)=O)C1c1cccs1 | i | 1.2 | 11% | -1% | 1.8% | -5.4% | -1% | -3 | 688 | 0% | 2%
CC(C)(C)Cc1nnc(NC(=O)CCc2ccccc2)s1 | i | 0.5 | -7% | 6% | 2.4% | x | -9% | -24 | 756 | 6% | -6%

3 compounds from above, ordered by molar mass, smallest number first:
SMILES | Myeloid diff 2 | Myeloid diff 2 GFP+ MAC1+ % | HEK293 NOD2/NF-kB | NS5 inhibitors | HIV peptide binding | XIAP antagonists | LYP phosphatase | Hep lipid drop | Hep lipid drop cells 6.5 µM | SIAH1 antagonists | AID2073 | others
O=C(NCc1ccccc1Cl)c1cnn2cccnc12 | i | 1.3 | 18% | -9% | 4.4% | -7.5% | -3% | -15 | 735 | 0% | 30%
CC(C)(C)n1nc2c(c1NC(=O)Cc1ccc([N+](=O)[O-])cc1)CS(=O)(=O)C2 | i | 0.9 | 3% | -2% | 3.0% | x | -7% | 15 | 869 | -3% | -2%
COc1ccc(C)cc1N(C(=O)c1ccco1)C(C(=O)NC1CCCC1)c1cc(OC)c(OC)c(OC)c1 (configuration not stated) | i | 0.2 | -26% | -12% | 0.4% | x | -3% | 0 | 829 | 2% | 3%

Entries listed so far containing a halogen, in the order listed:
SMILES | Myeloid diff 2 | Myeloid diff 2 GFP+ MAC1+ % | HEK293 NOD2/NF-kB | NS5 inhibitors | HIV peptide binding | XIAP antagonists | LYP phosphatase | Hep lipid drop | Hep lipid drop cells 6.5 µM | SIAH1 antagonists | AID2073 | others
O=C(NCc1ccccc1Cl)c1cnn2cccnc12 | i | 1.3 | 18% | -9% | 4.4% | -7.5% | -3% | -15 | 735 | 0% | 30%
O=C(CS(=O)(=O)Cc1ccccc1)NCCc1ccc(F)cc1 | u | x | 2% | -8% | 0.2% | x | -7% | -5 | 666 | 2% | 8%
O=[N+]([O-])c1ccc(N2CCN(c3cccc(Cl)c3)CC2)nc1 | i | 0.3 | 23% | -9% | 2.2% | x | -6% | 24 | 674 | 6% | -5%

(cont.)
SMILES | Myeloid diff 2 | Myeloid diff 2 GFP+ MAC1+ % | HEK293 NOD2/NF-kB | NS5 inhibitors | HIV peptide binding | XIAP antagonists | LYP phosphatase | Hep lipid drop | Hep lipid drop cells 6.5 µM | SIAH1 antagonists | AID2073 | others
COc1ccccc1N1CCN(CC(C)N(C(=O)C2CCCCC2)c2ccccn2)CC1 (configuration not stated) | i | 1.4 | -9% | -8% | -0.3% | x | -11% | x | x | 1% | 8%
O=C(O)CCN(CCC(=O)O)c1ccccc1 | i | 0.7 | 13% | 1% | 1.7% | -3.3% | -8% | 9 | 789 | 2% | -6%
Cc1cc(C)c(C#N)c(SCc2nnc(-c3ccccc3[N+](=O)[O-])o2)n1 | x | x | -197% | -4% | -2.9% | -6.1% | -4% | -23 | 610 | -2% | -17%
Cc1cccc2c1CC(C)(C)N/C2=C\C(N)=O | i | 0.2 | 0% | -4% | 1.4% | -4.8% | -4% | -44 | 653 | -2% | -1%
O=c1c2ccccc2c(C=NCCCN2CCOCC2)c(O)n1Cc1ccccc1 | i | 1.5 | 16% | -8% | -2.4% | -8.0% | -10% | x | x | -2% | 3%
C=CCc1c(C)nc(SCCC)[nH]c1=O | i | 2.4 | -5% | -1% | 0.8% | -10% | -3% | x | x | -1% | 24%
COc1ccc(CNC(=O)Cn2cnc3c(=O)n(C)c(=O)n(C)c32)cc1 | i | 0.9 | -2% | 0% | -0.7% | -6.2% | -6% | -1 | 725 | -6% | 2%
O=C(c1ccccc1)N1N=C(c2ccccc2)CC1c1ccc2nccnc2c1 (configuration not stated) | i | 0.0 | 16% | -4% | 2.2% | -1.5% | -4% | 14 | 700 | 4% | 6%
CCCCN(C)S(=O)(=O)c1ccc(C(=O)N(CCN(C)C)c2nc3ccc(C)cc3s2)cc1 | i | 0.4 | 4% | 0% | -0.1% | 2.0% | 0% | 30 | 675 | 2% | 13%
COc1ccc(CNCC(O)(c2ccccc2)c2ccc(F)cc2)cc1OC (configuration not stated) | i | 0.4 | 26% | 1% | 0.9% | x | -8% | -25 | 811 | 1% | -10%
COc1cc(OC)cc(C(=O)N[C@H](C(=O)OCC(=O)NC(C)c2ccccc2)C(C)C)c1 (some centres not stated) | i | 0.5 | 4% | 3% | 0.9% | -6.5% | -5% | 14 | 675 | -6% | -3%
COc1ccccc1NC(=S)N/N=C/c1ccc(O)cc1 | i | 0.8 | -154% | 0% | -0.9% | -6.4% | 6% | 14 | 707 | -6% | -10%
C=CCn1c(SCC(N)=O)nc(C)cc1=O | i | 0.0 | 5% | -1% | -2.8% | -5.2% | -3% | -8 | 694 | 0% | 2%
O=S(=O)(c1ccc(Br)cc1)c1nc(-c2ccccc2)oc1NCCN1CCOCC1 | i | 0.4 | 15% | -1% | -0.4% | x | -5% | 9 | 691 | 0% | 11%
Cc1ccc(Cl)cc1N1CCN(Cc2nc3c(c(=O)[nH]c(=O)n3C)n2CCc2ccccc2)CC1 | i | 2.5 | 18% | 6% | 1.9% | 4.8% | -2% | 10 | 725 | 12% | 2%
CCOc1ccc(/C(O)=C2\C(=O)C(=O)N(c3ccc(OC)cc3)C2c2ccccc2[N+](=O)[O-])cc1 (configuration not stated) | i | 0.4 | -89% | x | -2.4% | x | -8% | 3 | 760 | 2% | -12%
Cc1cccc(C(=O)NC(NC(=S)Nc2ccc(S(N)(=O)=O)cc2)C(Cl)(Cl)Cl)c1 (configuration not stated) | i | 0.5 | -28% | -3% | -4.1% | -8.1% | -4% | 7 | 650 | -1% | -10%
CCN(C(=O)COC(=O)/C=C/c1c(C)nn(-c2ccccc2)c1C)C1CCS(=O)(=O)C1 (configuration not stated) | i | 0.3 | -7% | 1% | -0.1% | x | -8% | 16 | 654 | 1% | 7%
O=C1c2ccccc2C(=O)N1CCCON1C(=O)c2ccccc2C1=O | i | 0.3 | -10% | -3% | -1.1% | -3.6% | -1% | 4 | 731 | 34% | -1%
Cc1nnc(SCc2ccc3c(c2)OCO3)s1 | i | 0.7 | -29% | 0% | -2.1% | -2.6% | -2% | 16 | 783 | -4% | -3% | NS5 inhibitors pilot replicate=5.2
CCOC(=O)c1cc(CC)sc1NC(=O)CSc1nc2ccccc2c(=O)n1Cc1ccco1 | i | 1.1 | 11% | 1% | 1.9% | -6.1% | -4% | -1 | 665 | 14% | -8%
CCCOC(=O)c1ccc(Oc2cn[nH]c2-c2ccc(O)cc2O)cc1 | i | 1.0 | x | -1% | -3.1% | x | -4% | -3 | 710 | -1% | 10%
CN(CC(=O)Nc1ccccc1Cl)C1CCCCC1 | i | 0.3 | 14% | -2% | -1.0% | x | -9% | 3 | 782 | 0% | -3%
Cn1ccc(/C=N/N=C2/NC(=O)CS2)n1 | i | 0.8 | 29% | 3% | -0.1% | x | -4% | 5 | 650 | 5% | 4%
O=C(CN(C(=O)c1csnn1)c1ccc(Cl)cc1)NCc1ccc2c(c1)OCO2 | i | 0.8 | 10% | 2% | 0.2% | x | -11% | -4 | 810 | -2% | -4%
CCCN1CCN(C(=O)C2CCN(S(=O)(=O)c3ccc4c(c3)oc(=O)n4C)CC2)CC1 | i | 2.6 | -5% | -3% | -2.5% | -6.6% | -9% | x | x | 1% | 13%
CN(C)c1ccc(/C=N/N2CCN(c3ccccn3)CC2)cc1 | i | 0.3 | -43% | -1% | -0.1% | x | -2% | -20 | 727 | -1% | -25%
CN(C)c1nc(SCc2ccc(Cl)cc2)nc2c1CCCC2 | i | 0.6 | 8% | 5% | -1.5% | 0.6% | -2% | -12 | 625 | 9% | u
CC(C)(C)C(=O)NC(=C(Cl)Cl)P(=O)(O)O | i | 0.9 | -5% | 5% | 1.9% | 0.0% | 5% | x | x | 9% | -8%
S=c1[nH]nc(-c2ccccn2)n1/N=C/c1cccs1 | i | 0.8 | 15% | 7% | -0.6% | -0.7% | -10% | 0 | 563 | 0% | -24%
O=C(CN1C(=O)CSc2ccc(S(=O)(=O)N3CCCCC3)cc21)NCc1ccccc1Cl | i | 2.5 | 17% | -16% | 0.3% | x | -12% | -1 | 690 | -6% | 7%
CC(=O)Nc1sc2c(c1C(c1ccc(Cl)cc1)N1CCOCC1)CCCC2 (configuration not stated) | i | 0.8 | 5% | -1% | 1.2% | -8.6% | -3% | -4 | 718 | 1% | -6%
CCc1nnc(NC(=O)CCN2C(=O)/C(=C/c3cc(OC)c(OC)c(OC)c3)SC2=S)s1 | i | 0.8 | -20% | u | 9.3% | x | -4% | -3 | 804 | -4% | 21%
COc1ccc2nc(Nc3nc4cc5c(cc4s3)OCCO5)sc2c1 | i | 0.3 | -2% | -4% | -1.2% | -0.8% | 4% | 14 | 685 | -9% | 14%
CS(=O)(=O)c1ccc(C(=O)Nc2ccc(N3CCCC3)cc2)c(Cl)c1 | i | 0.2 | 14% | -2% | -0.5% | -11% | 4% | -4 | 691 | 0% | -20%

Some of the compounds tested; the hit share may differ from the screen's.
